HCMV inh – blocks human cytomegalovirus replication; HFF cells, HCMV-luciferase reporter, 72 h; stronger effect = lower value; AID 1259415; 4.5% of 410,000 active; activity change, negative = inhibition, % at 57.5 µM; in the data active = activity change below about -60%; inconclusive = no clear call, values can overlap the other calls; inactive = above about -39%
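HFF cells seeded 16 h at 37C, treated with compounds, infected with luciferase-reporter HCMV at MOI 1 PFU/cell; luciferase read at 72 h post infection, normalized to buffer-only and Salinomycin controls.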
Sm TGR inh – blocks Schistosoma mansoni thioredoxin glutathione reductase | purified TGR, DTNB reduction, TNB absorbance 405 nm | Potency, µM (series often up to 114 µM), for inactives: at the top dose activity change, negative = inhibition, usual class: inhibitors | 3% of 360,000 active | AID 485364; note: potency is the fitted concentration of half-maximal effect; nearly all actives have a fitted effect of over 60% in size
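Kinetic colorimetric format: TGR-catalysed, NADPH-driven DTNB reduction monitored via TNB absorbance. Enzyme dispensed at 20 nM; compound exposure 15 min at room temperature before reaction start.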
AmpC detergent – blocks E. coli AmpC beta-lactamase in detergent assay; AmpC hydrolysis of nitrocefin, absorbance 480 nm, 0.01% Triton; 0.041% of 370,000 active; P00811; Potency, µM (highest dose often 114 µM), inactives show top-dose activity change, negative = inhibition, most hits filed as inhibitors;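 note: potency is the fitted concentration of half-maximal effect; 0% = no-compound wells and -100% = no-enzyme wells; nearly all actives have a fitted effect of over 25% in size; some results filed as inactive show a strong effect at the top dose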
Target sequence (P00811 whole entry, looked up): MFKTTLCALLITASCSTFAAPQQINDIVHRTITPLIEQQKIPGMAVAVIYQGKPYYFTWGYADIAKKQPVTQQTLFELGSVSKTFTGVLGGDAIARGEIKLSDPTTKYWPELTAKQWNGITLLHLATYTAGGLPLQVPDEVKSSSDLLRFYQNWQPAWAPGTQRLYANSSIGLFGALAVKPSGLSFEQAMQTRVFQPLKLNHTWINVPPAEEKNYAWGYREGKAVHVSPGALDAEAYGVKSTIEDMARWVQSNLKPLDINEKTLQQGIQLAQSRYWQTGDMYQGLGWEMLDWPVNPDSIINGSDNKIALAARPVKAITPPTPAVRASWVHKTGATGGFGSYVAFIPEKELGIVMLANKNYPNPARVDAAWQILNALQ
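AmpC (5.3 nM in the dispensed reagent) in 20 mM phosphate pH 7.0 with 0.01% (detergent screen) or 0.0001% Triton X-100 was preincubated with compounds for 15 min at room temperature. Nitrocefin was then added from an 800 uM solution, and hydrolysis was followed at 480 nm.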
AMA1 RON2 block – AMA1-RON2 (P. falciparum) interaction inhibition | AlphaScreen AMA1-biotinylated RON2 peptide binding | Potency, µM (series often up to 58.2 µM), inactives show at the top dose activity change, negative = inhibition, most hits filed as inhibitors | 0.2% of 360,000 active | AID 720542;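 note: potency is the fitted concentration of half-maximal effect; 0% = vehicle wells and -100% = peptide control; nearly all actives have a fitted effect of over 45% in size; some results filed as inactive show a strong effect at the top dose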
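AMA1 (3D7) with his tag at 25 nM final met compounds first, then biotinylated RON2 peptide at 25 nM; detection used donor plus acceptor beads, 10 µg/mL apiece, read by AlphaScreen after 30 min at room temperature.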
FBPA Giardia inh – Giardia lamblia aldolase inhibition; 0.71% of 290,000 active; Potency, µM (highest dose often 59.6 µM), for the others: top-dose activity, negative = inhibition, most hits filed as inhibitors; purified Giardia FBPA; note: potency is the fitted concentration of half-maximal effect; nearly all actives have a fitted effect of over 55% in size
Target sequence (A8B2U2 whole entry, looked up): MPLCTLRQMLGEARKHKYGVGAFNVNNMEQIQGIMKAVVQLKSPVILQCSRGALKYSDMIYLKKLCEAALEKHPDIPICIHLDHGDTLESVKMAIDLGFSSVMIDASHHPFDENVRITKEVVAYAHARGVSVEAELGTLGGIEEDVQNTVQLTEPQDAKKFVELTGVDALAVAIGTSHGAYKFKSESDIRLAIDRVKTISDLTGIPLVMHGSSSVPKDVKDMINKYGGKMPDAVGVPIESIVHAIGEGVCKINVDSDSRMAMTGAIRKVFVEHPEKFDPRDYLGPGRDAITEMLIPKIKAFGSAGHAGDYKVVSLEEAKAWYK
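Giardia FBPA (40 nM reagent) was preincubated 10 min at RT with compound (up to 57.5 uM final), then substrate plus GAPDH/TPI/NAD/arsenate coupling system with diaphorase/resazurin was added; resorufin fluorescence (525/598 nm) was read after 20 min.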
AmpC no deterg – blocks E. coli AmpC beta-lactamase in detergent-free assay; AmpC nitrocefin hydrolysis, absorbance 480 nm, 0.0001% Triton; P00811; 0.52% of 330,000 active; Potency, µM (highest dose often 57.1 µM), without a hit: top-dose activity change, negative = inhibition, most hits filed as inhibitors;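 note: potency is the fitted concentration of half-maximal effect; plate controls were no compound for no effect and no enzyme for full effect; nearly all actives have a fitted effect of over 20% in size; some results filed as inactive show a strong effect at the top dose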
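20 mM phosphate pH 7.0 + 0.01% (detergent screen) or 0.0001% Triton X-100; 5.3 nM AmpC reagent; cpd preinc 15 min RT; nitrocefin (800 uM stock) to start; A480 q20 s × 4 min; Activity was normalised to no-enzyme and no-compound control wells.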
* marks the source's active call; other numbers are inactive results; ? = inconclusive; / = no result given; & = joins results of further samples; [ ] = dose if it differs, or a comment. Unless noted, calls come from the whole dose curve; as a rule, active = well fitted curve in the direction sought with a large enough effect; inconclusive = small, poorly fitted or top-dose-only effect, or another doubt; inactive = no such curve, though single readings can be large; an effect the other way counts as inactive or inconclusive. Unless noted, % is set by controls: 0 for no effect and ±100 for the full control effect.

SMILES	HCMV inh	Sm TGR inh	AmpC detergent	AMA1 RON2 block	FBPA Giardia inh	AmpC no deterg
COCCCN(CC(=O)Nc1ccc(N2CCOCC2)cc1)S(=O)(=O)c1ccc(Cl)cc1	-39	49%[activator]	-4%	-14%	-4%	67%[activator]
Clc1cccc(Cl)c1COc1ccccn1	-7	4%	-16%	4%	-1%	-3%
COc1ccc(C2c3c(n(C)c4ccccc34)C(=O)N2CC(=O)Nc2cccc(F)c2)cc1 (stereo unspecified)	0	-4%	-1%	/	/	/
Cc1cccc(NC(=O)N2CCC3(CC2)Oc2ccccc2C(=O)N3Cc2ccccc2F)c1C	-35	-2%	24%	/	/	/
CCc1ccccc1-n1c(SCC(=O)Nc2ccc3c(c2)OCCO3)nc2[nH]ncc2c1=O	-34	7%	-7%	-2%	-1%	-5%
O=C(NC1CCCCC1)NC1CCN(S(=O)(=O)Cc2ccccc2)CC1	1	3%	?	12%	4%	-10%
O=C(CN1CCN(C(=O)CN2C(=O)NC3(CCCC3)C2=O)CC1)Nc1cccc(F)c1	-1	0%	6%	6%	/	-12%
O=C(c1ccc2c(c1)OCO2)C1CCCN(Cc2ccc3cccc(F)c3n2)C1 (stereo unspecified)	5	3%[57.1 µM]	0%	-13%	1%	46%
CCOc1nc(C)ccc1-c1noc(CC)n1	50	-5%	-2%	14%	1%	-18%
COc1ccc(-c2nc(C(=O)O)cs2)cc1OC	81	-1%	2%	16%	-11%	-7%
COc1ccc(-c2cc(C(=O)O)c(C)o2)cc1OC	-17	-9%	-2%	2%	19%	-20%
Cc1ccccc1NC(=O)C1CCCN1C(=O)NC1CCCCC1 (stereo unspecified)	38	-1%	13%	-5%	1%	-7%
Cc1cc(=O)[nH]c2c1c(C)nn2-c1ccccc1	37	0%[11.4 µM]	-15%	-1%	-5%	-19%
O=c1[nH]cnc2c1cnn2Cc1ccccc1Cl	-29	-3%	1%	-5%	-2%	-8%
O=C(/C=C/c1ccccc1[N+](=O)[O-])NCC1CCCO1 (stereo unspecified)	25	-3%	?	13%	-3%	-2%
COc1cc(OC)cc(-n2nc(C(=O)N3CC(C)CC(C)C3)c3ccccc3c2=O)c1 (stereo unspecified)	-27	-3%	?	-9%	4%	-12%
COCC(=O)Nc1nnc(SCC(=O)N2CCCCC2)s1	-23	8%	-5%	4%	-12%	153%[activator]
CC(C)[C@H](CO)N(Cc1cccc(F)c1)c1nc(Nc2cccc(Cl)c2)c2ncn(C(C)C)c2n1	22	-2%	0%	-9%	-6%	-33%
COc1ccccc1S(=O)(=O)Cc1ccc(C(=O)NCCN2CCCCCC2)o1	-16	-32%	?	4%	-2%	50%
CCCCCCn1c(SCC(C)C)nc2c1c(=O)[nH]c(=O)n2C	4	-4%	-21%	12%	9%	-21%
O=C(NCC1CCCO1)C1CCCN(c2ncccn2)C1 (stereo unspecified)	-3	0%	?	27%	0%	-9%
COc1ccc(-c2c[n+](CC(=O)c3cccs3)c3n2CCC3)cc1	1	-20%	2%	-13%	1%	7%
COc1ccc(-c2nnn(CC(=O)N(CCN3CCOCC3)C(C(=O)NC3CCCC3)c3ccco3)n2)cc1 (stereo unspecified)	?	0%	-13%	-9%	3%	110%[activator]
COC(=O)C1=NN(C(=O)c2ccc(C)cc2)C(O)(c2ccc(Cl)cc2)C1 (stereo unspecified)	/	8%	7%	34%[activator]	12%	-36%
Cc1ccc(OCC(=O)Nc2ccon2)c([N+](=O)[O-])c1	12	?	5%	-5%	/	-23%

The final 4 compounds of the part above open the next one:
SMILES	HCMV inh	Sm TGR inh	AmpC detergent	AMA1 RON2 block	FBPA Giardia inh	AmpC no deterg
COc1ccc(-c2c[n+](CC(=O)c3cccs3)c3n2CCC3)cc1	1	-20%	2%	-13%	1%	7%
COc1ccc(-c2nnn(CC(=O)N(CCN3CCOCC3)C(C(=O)NC3CCCC3)c3ccco3)n2)cc1 (stereo unspecified)	?	0%	-13%	-9%	3%	110%[activator]
COC(=O)C1=NN(C(=O)c2ccc(C)cc2)C(O)(c2ccc(Cl)cc2)C1 (stereo unspecified)	/	8%	7%	34%[activator]	12%	-36%
Cc1ccc(OCC(=O)Nc2ccon2)c([N+](=O)[O-])c1	12	?	5%	-5%	/	-23%
CSc1nc(C)c2cc(C)oc2n1	-25	2%	?	10%	10%	-20%
COC(=O)c1ccc(NC(=O)Nc2ccc(F)c(Cl)c2)cc1	35	4%	-1%	6%	1%	-27%
Cc1cc2oc(=O)cc(CN3CCC(C)CC3)c2cc1C	16	-25%	4%	-12%	-2%	-22%
CCCc1cc(=O)[nH]c(SCC(=O)c2c(N)n(CC(C)C)c(=O)n(C)c2=O)n1	-61*	-3%	-12%	5%	/	-4%
CC(Nc1nc(-c2cccc(Br)c2)cs1)c1nc2cc(Cl)c(N3CCCCC3)cc2n1CCOCCO (stereo unspecified)	28	-2%	?	38%[activator]	?	57%
COc1ccc(N(C(C)C(=O)N/N=C/c2ccc(OCC(C)C)cc2)S(C)(=O)=O)cc1 (stereo unspecified)	-16	-8%	?	8%	-1%	14%
CC1CCN(S(=O)(=O)c2ccc3c(c2)CCN3C(=O)Nc2cccc(Br)c2)CC1	25	6%	19%	/	/	/
COc1ccc(S(=O)(=O)NC(CC(=O)N2CCC3(CC2)OCCO3)C(C)C)cc1 (stereo unspecified)	7	-20%	-13%	-1%	2%	1%
CCC(C)NC(=O)CN1C(=O)c2cccnc2Oc2ccc(C)cc21 (stereo unspecified)	18	13%	3%	/	/	/
O=C(O)CCN1C(=O)c2ccc(NC(=O)c3cccs3)cc2C1=O	8	1%	?	2%	0%	-11%
Nc1c2c(nc3ccccc13)CCCC2	-5&26	-9%&15%	?	6%&3%	-5%	-23%&-36%
Cc1ccc(C)c(-n2nnnc2SCC(=O)NCC2CCCO2)c1 (stereo unspecified)	1	0%	-15%	8%	/	-3%
Cc1ccc(Cl)cc1NC(=O)c1csnn1	-13	-7%	21%	/	/	/
COc1ccc(CNc2oc(-c3ccc(COc4ccc(OC)cc4)o3)nc2C#N)cc1	-3	1%	19%	/	/	/
CCCCOc1ccc(-c2ncc(Cl)cn2)cc1	18	-1%	4%	0%	8%	-15%
CCc1ccc(N2C(=O)CS(=O)(=O)C23C(=O)N(Cc2ccccc2)c2ccccc23)cc1 (stereo unspecified)	4	4%	-2%	/	/	/
N#CCCn1cc(C=C(C#N)C#N)c(-c2ccc(-c3ccccc3)cc2)n1	19	5µM*	?	23%	-11%	26%
O=C(N/N=C/c1cc([N+](=O)[O-])ccc1O)c1cccc(N2CCCC2=O)c1	11	2%	-4%	-44%	?	-40%
Cc1ccc(C)c(N2CCN(C(=O)c3cn(CC(C)C)c(=O)c4c3c3ccccc3n4C)CC2)c1	9	3%	-1%	/	/	/
COc1ccccc1CC1/C(=N/O)C2CCN1CC2 (stereo unspecified)	9	5%	-1%	1%	-7%	-4%
O=C(CN1CCc2ccccc21)NC(c1ccccc1)c1ccccc1	16	-8%	?	-19%	3%	-22%
Cc1nc(SCC(=O)Nc2ccc(N3CCOCC3)cc2)nc(C)c1C	-19	-2%	4%	-12%	-15%	3%
C/C(=N\Nc1ccccc1[N+](=O)[O-])c1ccc(N2CCOCC2)cc1	86	-4%	0%	?	-6%	-11%
CCN1C(=O)/C(=C/C=C2/Sc3ccccc3N2CCO)SC1=S	-11	0%	5%	-15%	-7%	-13%
CCCCCCCC(=O)NNC(=O)c1c(O)c2ccccc2[nH]c1=O	-28	-4%	?	30%	7%	-15%
Following part
SMILES	HCMV inh	Sm TGR inh	AmpC detergent	AMA1 RON2 block	FBPA Giardia inh	AmpC no deterg
CCCN(CCC)C(=O)c1oc2ccccc2c1NC(=O)Cc1cccc(OC)c1	-5	-8%	6%	10%	-7%	12%
COc1ccc(Cl)cc1-c1csc(N)n1	-20	-14%	-5%	-9%	-10%	-31%
CC(C)CC(=O)NC(=S)Nc1ccc(Cl)cn1	-39	6%	-13%	9%	-1%	-4%
O=C(N=C1SC2CS(=O)(=O)CC2N1c1ccc(Br)cc1Cl)C1CC1 (stereo unspecified)	-11	0%	2%	2%	-3%	10%
CCCCOc1ccc(N2C(=O)CC(NCCc3ccc(S(N)(=O)=O)cc3)C2=O)cc1 (stereo unspecified)	-19	-31%	1%	0%	-7%	-9%
O=C(NCC1CCCO1)c1ccc(CS(=O)(=O)c2ccc(Cl)cc2)o1 (stereo unspecified)	42	-11%	2%	4%	2%	-3%
CCCNCc1cc(OC)c(OCCC)cc1Cl	-21	-15%	?	25%	-11%	0%
O=C(N/N=C\c1ccc(OCC(=O)N2CCCC2)cc1)C(=O)Nc1ccccc1F	-25	-3%	-8%	-5%	3%	-22%
COC(=O)Cc1ccc(NC(=S)NCCCO)cc1	29	-26%	1%	-15%	-3%	-19%
COc1ccccc1C1CCN(C(=S)Nc2ccc(Br)cc2)CC1	2	-2%	-4%	37%[activator]	-5%	-39%
Cc1ccc(-c2csc(NC(=O)c3cccc(S(=O)(=O)N4CCN(C)CC4)c3)n2)cc1	16	1%	?	-15%	-10%	-12%
COCCOC(=O)c1c(C)oc2ccc(OS(C)(=O)=O)cc12	-6	6%[57.1 µM]	6%	3%	5%	16%
CC1(C)CC(=O)C=C(c2cccc3c2Oc2ccccc2S3)C1	-19	-2%	2%	-9%	/	-7%
CN1CCN(C2=NCCO2)CC1	83	0%	-9%	23%	2%	-17%
Nc1nc(SCC(=O)Nc2ccc(Cl)c([N+](=O)[O-])c2)n[nH]1	-10	-2%	4%	9%	/	-27%
CCOC(=O)c1ccc(NC(=O)Cn2cnc(S(=O)(=O)N3CCCC3)c2)cc1	5	-1%&-1%	2%&1%	-7%	/	-1%
CSc1ccc(CN(C)C(=O)c2cccc(S(=O)(=O)NCc3ccccc3)c2)cc1	?	4%	-2%	111%[activator]	-3%	-7%
COc1ccc(Br)c(C(=O)OCc2cc(=O)oc3cc(C)ccc23)c1	-29	4%	-4%	-7%	0%	-38%
Cc1nn(-c2ccccc2Cl)c2sc(C(=O)Nc3nnc(C4CC4)s3)cc12	-7	-1%	-8%	2%	4%	-35%
COc1cccc(-n2cc(C(=O)NCc3ccc(C)cc3)c3ccccc3c2=O)c1	-35	-3%	21%	/	/	/
CCOc1ccc(NC(=O)CN(C)C(=O)COc2cccc(CC)c2)cc1OCC	-40	4%	-15%	-21%	/	54%
Cc1cc2oc(C(=O)N(Cc3ccccc3F)C3CCS(=O)(=O)C3)c(C)c2cc1Cl (stereo unspecified)	-6	4%	18%	/	/	/

No new results follow: four of the compounds above.
SMILES	HCMV inh	Sm TGR inh	AmpC detergent	AMA1 RON2 block	FBPA Giardia inh	AmpC no deterg
Cc1nn(-c2ccccc2Cl)c2sc(C(=O)Nc3nnc(C4CC4)s3)cc12	-7	-1%	-8%	2%	4%	-35%
COc1cccc(-n2cc(C(=O)NCc3ccc(C)cc3)c3ccccc3c2=O)c1	-35	-3%	21%	/	/	/
CCOc1ccc(NC(=O)CN(C)C(=O)COc2cccc(CC)c2)cc1OCC	-40	4%	-15%	-21%	/	54%
Cc1cc2oc(C(=O)N(Cc3ccccc3F)C3CCS(=O)(=O)C3)c(C)c2cc1Cl (stereo unspecified)	-6	4%	18%	/	/	/

Outcome played no part in choosing rows, and some 7.8% of all compounds hit somewhere here.
